Screening results deposited in PubChem by several laboratories.
MOR-DOR inv ag = mu-delta opioid heterodimer inverse agonism. P35372+P41143. cell-based MOR-DOR heterodimer luminescence. inhibition, % at 9.3 µM. 0.21% of 340,000 active; in the data active = inhibition above about 22%, passing the limit was not always enough;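 also: 0% = cells with DMSO and 100% = wells without cells with DMSO; values of inactives mirror those of a sister screen read the other way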
Pemphigus Ab inh = human desmoglein-3 autoantibody binding inhibition. P32926. DSG3-coupled beads, scFv-anti-DSG3-GFP binding, flow cytometry; stronger effect = lower value. binding (percent of control), % at 10 µM. 0.48% of 310,000 active;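 active = binding more than 3 SD below its plate's average and above zero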;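 also: hits lower antibody fragment binding to DSG3; some compounds called inactive have numbers as strong as hits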
Target sequence (P32926 whole entry, looked up, the tested form may be a part): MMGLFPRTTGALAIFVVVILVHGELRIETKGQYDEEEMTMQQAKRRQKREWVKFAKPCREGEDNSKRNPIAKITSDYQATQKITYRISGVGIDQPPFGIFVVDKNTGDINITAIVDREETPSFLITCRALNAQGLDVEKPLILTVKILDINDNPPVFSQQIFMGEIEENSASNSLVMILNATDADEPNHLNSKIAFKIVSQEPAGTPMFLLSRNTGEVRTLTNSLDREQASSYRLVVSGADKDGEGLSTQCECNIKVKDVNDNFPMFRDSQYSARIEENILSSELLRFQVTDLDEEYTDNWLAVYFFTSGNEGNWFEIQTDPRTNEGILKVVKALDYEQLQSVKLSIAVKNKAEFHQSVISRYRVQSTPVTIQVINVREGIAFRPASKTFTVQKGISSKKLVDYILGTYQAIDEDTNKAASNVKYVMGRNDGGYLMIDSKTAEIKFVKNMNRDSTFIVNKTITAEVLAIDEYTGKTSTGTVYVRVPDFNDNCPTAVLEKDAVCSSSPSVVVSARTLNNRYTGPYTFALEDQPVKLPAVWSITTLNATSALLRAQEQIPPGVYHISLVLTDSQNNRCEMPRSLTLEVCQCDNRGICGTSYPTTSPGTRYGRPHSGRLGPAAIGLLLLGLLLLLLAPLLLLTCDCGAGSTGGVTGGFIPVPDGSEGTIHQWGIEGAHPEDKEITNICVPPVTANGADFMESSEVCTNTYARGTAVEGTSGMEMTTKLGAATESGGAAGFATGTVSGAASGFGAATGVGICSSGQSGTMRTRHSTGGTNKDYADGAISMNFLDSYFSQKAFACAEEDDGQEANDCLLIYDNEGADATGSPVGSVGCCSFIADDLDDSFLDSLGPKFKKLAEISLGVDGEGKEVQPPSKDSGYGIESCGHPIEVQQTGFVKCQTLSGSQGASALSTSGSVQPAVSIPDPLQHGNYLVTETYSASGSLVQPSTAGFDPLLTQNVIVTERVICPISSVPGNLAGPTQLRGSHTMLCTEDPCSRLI
Ecoli viability = reduces bacterial viability in AddAB counter-screen; E. coli V3065 growth, OD600 absorbance, 18 h; inhibition, % at 11.9 µM; 0.27% of 330,000 active; AID 449728;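 active = inhibition above the campaign's mean inhibition across all tested compounds plus 3 SD, cut at about 9.9% in these data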;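 also: uninfected addAB+ strain grown without phage in ampicillin broth; 0% = DMSO wells and 100% = ciprofloxacin 0.95 µg/ml wells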
phage Ecoli inh = E. coli growth loss with phage present; growth absorbance; inhibition, % at 11.9 µM; 0.26% of 360,000 active; in the data active = inhibition above about 11%
Mot1-301 SUMO = blocks SUMOylation pathway, rescuing yeast Mot1-301 growth. S. cerevisiae Mot1-301 growth rescue, ATP luminescence, 38.5C; percent above DMSO median, 100 means doubled. growth rescue, % at 18.8 µM. 1% of 320,000 active. AID 2716;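 active = every valid replicate shows activation above 250% relative to neutral control wells; inactive = the rest, any valid replicate at or below 250%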;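 also: OY570 slx delta 5 strain wells were the positive control but not used for scaling; some compounds called inactive have numbers as strong as hits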
AddAB inh = less growth of phage-infected E. coli with AddAB. E. coli expressing H. pylori AddAB, absorbance growth. inhibition, % at 11.9 µM. 0.29% of 330,000 active. AID 435030; in the data active = inhibition above about 12%;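 also: 0% = vehicle wells of infected cells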
HTR5A inv ag = inverse agonist of human HTR5A in OPRM1-OPRD1 counter-screen; P47898; HTR5A cell line, luminescence, inverse agonism; inhibition, % at 9.3 µM; 0.083% of 340,000 active; in the data active = inhibition mostly above about 23%, no sharp cut-off; inactive = mostly below about 18%;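 also: 0% = cells with DMSO and 100% = no-cell wells with DMSO; some compounds called inactive have numbers as strong as hits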
HTR5A ag ctr = activates human HTR5A in OPRM1-OPRD1 agonist counter-screen; HTR5A agonist assay, luminescence, cell-based; activation, % at 9.3 µM; 0.61% of 340,000 active; in the data active = activation mostly above about 9.5%, no sharp cut-off; inactive = mostly below about 7.6%;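 also: 0% = cells with vehicle only and 100% = reference agonist; strong numbers were not always called active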
MOR-DOR ag = OPRM1-OPRD1 heterodimerization agonism. cells, luminescence. activation, % at 9.3 µM. P35372+P41143. 0.3% of 340,000 active; in the data active = activation above about 18%;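 also: 0% = vehicle-treated cells and 100% = reference agonist; values of inactives mirror those of a sister screen read the other way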
PfHsp90 set2 = reduces growth (ATP signal) of yeast expressing P. falciparum Hsp90; S. cerevisiae expressing PfHsp90, BacTiter-Glo ATP, 48 h; yeast lacking PDR1 and PDR3 efflux regulators; inhibition, % at 9.4 µM; 0.32% of 310,000 active;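 active = every replicate shows inhibition above about 80%, whatever the replicate mean, limit read from the data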;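 also: 0% = DMSO neutral controls and 100% = 20 µM radicicol positive controls; yeast relying on Plasmodium falciparum Hsp90 in place of its own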
PKA-R1A activ = PKA-R1A complex activation; 0.083% of 340,000 active; activation, % at 11.4 µM; P00514+P68181; AID 504707; PKA-R1A dissociation, Cy5-IP20 fluorescence polarization; scaled: DMSO 0%, 113 µM cGMP 100%;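 active = percent activation above the mean of all tested compounds plus 3 SD, cut at about 19% in these data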;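 also: higher means more PKAc released from R1A so a rise in polarization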
Starred values were filed as active, the others as inactive; . = no result given.

SMILES	MOR-DOR inv ag	Pemphigus Ab inh	Ecoli viability	phage Ecoli inh	Mot1-301 SUMO	AddAB inh	HTR5A inv ag	HTR5A ag ctr	MOR-DOR ag	PfHsp90 set2	PKA-R1A activ
O=C(COC(=O)CNC(=O)c1ccccc1)Nc1ccc(Cl)cc1C(F)(F)F	10	98	-2.3	1.6	-4	6.5	4	-2	-1.8	13	-16
c1cnc2c(OCc3nc4ccccc4[nH]3)cccc2c1	-16	83	3.4	2.8	-8	0.1	-16	6	2.6	-25	-2
COc1cccc(C2NC(C)(C(=O)O)C3C(=O)N(C(C)C)C(=O)C23)c1O (stereo unspecified)	13	107	1.3	2.3	146	2.6	-14	5	-2.5	18	10
CCN(CC)c1ccc(/C=N/NC(=O)c2cccc(S(=O)(=O)Nc3ccccc3OC)c2)cc1	7	101	-2.6	5.3	7	3.0	34	-4	-1.0	0	-12
Nc1ncc(Br)cc1S(=O)(=O)NCCC(=O)N1CCN(c2ncccn2)CC1	7	101	-1.6	3.1	-9	3.3	-10	0	-1.1	.	-6
Cc1ccc(NC(=O)CN(C)C(=O)COc2c(Cl)cc(Cl)c3ccc(C)nc23)cc1	-2	103	-0.6	2.5	20	0.2	2	-1	0.3	2	-4
CC1CN(C(=O)c2cccc(S(=O)(=O)Nc3ccc(Cl)cc3)c2)CC(C)O1 (stereo unspecified)	23	106	-0.2	2.0	-12	2.7	6	-2	-4.9	22	-5
O=C(COC(=O)c1cc(=O)c2ccccc2o1)NC1CCCC1	-1	99	-0.4	3.3	2	1.2	-15	5	0.1	9	10
O=C(CCl)Nc1cccc(S(=O)(=O)NC2=NCCC2)c1	16	100	3.6	-1.1	-5	2.0	-1	0	-3.0	13	-11
Cc1ccc(C(C)NC(=O)c2cc3cc(Br)ccc3oc2=N)cc1 (stereo unspecified)	3	101	-1.2	2.1	-4	4.4	-8	1	-0.6	-3	-6
COc1ccc(CCNc2nc3c(c(=O)n(C)c(=O)n3C)n2C)cc1OC	13	.	-1.7	4.0	13	5.1	-28	-2	-2.5	-5	-1
CNC(=O)N(O)C1N(/N=C/c2ccc(N(C)C)cc2)C(=S)SC1(C)C (stereo unspecified)	4	100	2.0	3.6	32	-0.6	8	-2	-0.9	8	-3
CC1CN(C(=O)c2ccccc2Sc2ccccc2C#N)CC(C)O1 (stereo unspecified)	5	107	-1.5	3.7	4	-1.4	19	-1	-0.8	14	8
COc1cccc(C(=O)Nc2cccc(NC(=O)c3cccs3)c2)c1	15	111	0.3	2.6	-20	-0.1	-6	-1	-2.7	-6	-3
O=C(CSc1ccc(Cl)cc1)Nc1ccc(N2CCN(c3ccccc3)CC2)c(F)c1	8	108	0.7	2.9	14	4.1	24	-10	-1.8	-21	-20
COc1ccc(S(=O)(=O)c2snnc2C)cc1	14	95	-2.6	1.7	5	1.5	-25	7	-3.1	14	-11
COC(=O)C(Cc1ccc(O)cc1)NC(=O)CCc1nc2ccccc2s1 (stereo unspecified)	0	95	-0.6	1.8	2	1.2	-4	1	0.0	17	1
COc1ccc(CC(=O)N2CCc3ccccc3C2)cc1	6	103	.	1.4	-6	.	-15	4	-1.3	-10	-2
CCOc1ccc(NC(=O)C(CC)n2nc(C)c3c(C)n(-c4ccccc4)nc3c2=O)cc1 (stereo unspecified)	9	90	-2.1	1.0	49	1.9	3	-2	-1.8	3	-13
O=C(CCNC(=O)c1ccco1)Nc1ccc(Cl)cc1F	13	91	2.1	3.0	34	4.2	2	-1	-2.0	-24	-13
O=C(NC(=S)NC1CCSC1=O)c1ccccc1F (stereo unspecified)	13	81	-0.3	4.2	12	2.1	-3	6	-2.5	9	0
NNC(=O)CC1=NNC(=O)C1	16	114	.	2.2	.	.	-1	0	-3.2	-2	-7
COc1ccc(OC)c(NC(=O)CC2C(=O)NCCN2C(=O)Nc2cccc(Cl)c2)c1 (stereo unspecified)	-9	104	-1.4	2.2	6	-1.6	3	0	1.7	2	-2
COc1ccc(S(=O)(=O)N2CCOC2CNC(=O)C(=O)NCCc2ccccc2)cc1OC (stereo unspecified)	2	108	-1.9	1.4	18	-2.2	-14	1	-0.3	-11	-4
CN(C)CCn1c(NCc2ccc3c(c2)OCO3)nc2ccccc21	.	113	.	0.3	-5	.	.	.	.	-7	-1
COc1ccc(CC(=O)Nc2cccc(-c3cn4ccccc4n3)c2)cc1	6	98	2.7	5.1	2	4.9	7	-3	-1.0	-9	2
COc1cc(S(=O)(=O)NCc2ccccc2)ccc1-n1cnnn1	6	97	-0.4	-1.5	19	1.0	23	0	-0.9	16	-10
COc1ccccc1NC(=O)N1CCCC(C(=O)Nc2cccc(C)c2C)C1 (stereo unspecified)	6	97	2.4	3.3	-8	3.1	-24	-1	-1.3	18	-1
Cn1ncc2c(NNC(=O)c3ccc(Cl)c(Cl)c3)ncnc21	8	99	-2.4	1.0	7	-2.6	8	0	-1.6	7	7
Cn1nc(C(=O)OCC(=O)Nc2ccc(SC(F)F)cc2)c2ccccc2c1=O	-24	.	-1.5	2.1	5	1.2	-35	12	5.8	36	-4
C=CCNC(=O)CN1c2cccc3cccc(c23)S1(=O)=O	5	94	0.5	0.6	-1	1.8	-1	0	-1.0	-1	1
Cc1ccc(N(Cc2ccccc2)C(=O)c2cccc(S(=O)(=O)N3CCN(C)CC3)c2)cc1	-11	124	-0.2	4.1	63	3.6	2	-1	1.6	-18	1
CN(C)CCCN1C(=O)CSC1c1ccc([N+](=O)[O-])cc1 (stereo unspecified)	-7	104	-1.7	-2.1	237	3.7	0	0	1.5	8	5
Cc1cccnc1NCc1ccc(O)c2ncccc12	-11	.	3.9	7.9	-4	4.0	-33	0	1.8	.	-3
Oc1c(C(Nc2cccc(C(F)(F)F)c2)c2ccncc2)ccc2cccnc12 (stereo unspecified)	-4	99	-9.5	0.8	-15	-7.0	1	-1	0.8	104*	-4
Cc1nc2nc(SCC(=O)NCCCN3CCCCC3)nn2c(C)c1Cc1ccccc1	1	.	0.8	-0.8	-13	2.0	6	-2	-0.2	-34	-3

Rewritten field by field: part of the list above
Oc1c(C(Nc2cccc(C(F)(F)F)c2)c2ccncc2)ccc2cccnc12 (stereo unspecified)
  MOR-DOR inv ag: -4	Pemphigus Ab inh: 99	Ecoli viability: -9.5	phage Ecoli inh: 0.8	Mot1-301 SUMO: -15	AddAB inh: -7.0	HTR5A inv ag: 1	HTR5A ag ctr: -1	MOR-DOR ag: 0.8	PfHsp90 set2: 104*	PKA-R1A activ: -4
Cn1ncc2c(NNC(=O)c3ccc(Cl)c(Cl)c3)ncnc21
  MOR-DOR inv ag: 8	Pemphigus Ab inh: 99	Ecoli viability: -2.4	phage Ecoli inh: 1.0	Mot1-301 SUMO: 7	AddAB inh: -2.6	HTR5A inv ag: 8	HTR5A ag ctr: 0	MOR-DOR ag: -1.6	PfHsp90 set2: 7	PKA-R1A activ: 7

Following part
SMILES	MOR-DOR inv ag	Pemphigus Ab inh	Ecoli viability	phage Ecoli inh	Mot1-301 SUMO	AddAB inh	HTR5A inv ag	HTR5A ag ctr	MOR-DOR ag	PfHsp90 set2	PKA-R1A activ
COc1ccccc1C(=O)NNC1=C(C(=O)C(F)(F)F)CCC1	8	103	-3.5	3.7	-7	-0.6	1	6	-1.5	-18	-2
COc1cc(C(O)c2nc3ccccc3n2C(C)C)cc(OC)c1OC (stereo unspecified)	6	106	1.5	1.2	-6	-1.1	1	0	-1.2	-15	8
CN(CC(=O)Nc1ccccc1C(F)(F)F)C(=O)C1CCN(C(=O)c2ccc(Cl)cc2)CC1	-3	129	2.4	-1.6	-22	-0.7	-15	5	0.5	-11	0
Cc1cccc(C(=O)NCc2nnc(SCC(=O)N3CCN(c4ccccc4)CC3)n2C)c1	10	93	-0.9	5.4	158	3.7	-9	0	-1.7	-27	-17
O=C(NNC(=O)c1ccccc1[N+](=O)[O-])c1ccccn1	5	103	-7.1	-1.6	.	-7.6	-16	4	-0.9	14	-9
N#Cc1nc(-c2ccccc2F)oc1NC1CCCCC1	-25	110	0.2	0.1	-20	2.4	-13	5	5.1	-1	9
CCOc1ccccc1NC(=O)NNS(=O)(=O)c1cc(OC)ccc1OC	28	117	0.5	-0.7	-12	1.7	-1	1	-5.5	-10	-5
O=C1OC(c2ccc(Br)cc2)=N/C1=C\N1CCCCC1	10	109	-0.7	2.8	4	2.8	-5	3	-1.9	-11	2
COC(=O)C1=C(CSc2nc3ccccc3o2)NC(=O)NC1c1cc(C)ccc1C (stereo unspecified)	-13	106	2.5	1.8	-22	1.9	-13	0	2.8	-65	-5
C/C(=C\c1ccc2c(c1)OCO2)C(=O)c1c(C)cc(C)[nH]c1=O	8	99	-2.4	3.3	-21	4.2	-3	-5	-1.5	-21	1
CC(=O)OCC1OC(OC(C)=O)C(NC(=O)c2cccnc2)C(OC(C)=O)C1OC(C)=O (stereo unspecified)	20	102	1.9	4.4	.	1.5	-8	-3	-3.8	-15	-11
O=C(N[C@@H](CCC/[N+]([O-])=C/c1ccccc1)C(=O)O)OCc1ccccc1	18	101	-1.1	4.5	.	-0.2	-2	1	-3.6	-7	-11
CC(=O)Nc1cccc(NC(=O)CS(=O)(=O)c2cn(CC(=O)N3CCOCC3)c3ccccc23)c1	15	89	-0.2	-0.6	-8	2.0	-8	2	-2.9	-1	-4
COC(=O)c1cccc(NC(=O)Cc2ccc(OC)cc2)c1C	2	103	-1.6	1.2	-12	0.8	-11	1	-0.2	37	-9
Cn1cc([N+](=O)[O-])c(C(=O)NC2CCCCCCC2)n1	7	.	2.2	-1.0	4	2.9	-3	1	-1.2	-10	-6
CCn1ncc(S(=O)(=O)Nc2cccnc2)c1C	6	116	-3.0	1.5	-5	-2.0	-22	9	-1.1	-3	0
CCCCc1c(O)nc(SCC(=O)N2CCCCC2)n(-c2ccccc2C)c1=O	16	77	0.5	1.2	15	-0.2	7	4	-2.9	.	-1
Nc1c(C(=O)CSc2n[nH]c(-c3ccccc3)n2)c(=O)[nH]c(=O)n1C1CC1	-4	100	.	1.5	.	.	-1	0	0.6	-3	3
O=C(O)Cc1ccc(NC(=O)c2ccc(NC(=O)c3ccco3)cc2)cc1	5	101	2.9	-0.4	13	2.3	7	0	-1.0	.	-10
CCOC(=O)CSc1nnc2n1C(C)(C)Cc1ccccc1-2	22	93	1.4	0.7	3	1.2	-4	-1	-4.3	-10	-5
O=C(Nc1nnc(C2CC2)s1)C1COc2ccccc2O1 (stereo unspecified)	2	107	0.5	2.3	-19	0.9	31	-1	-0.3	-13	-9
Cc1ccc(C)c(NC(=O)CSc2nc3c(c(=O)n2C)SC(C)C3)c1 (stereo unspecified)	7	96	-1.0	3.7	-11	-1.6	-14	5	-1.2	-1	-5
CCCCN1C(=O)c2ccccc2C1C(=O)NC1CCCC1 (stereo unspecified)	-2	102	0.4	1.7	-8	-1.0	-16	1	0.4	1	3
CCOC(=S)SCc1cn2ccccc2n1	11	94	-1.7	5.0	-6	4.1	11	0	-2.2	-16	8
CCOc1ccc(-n2c(N)c(C(=O)NCc3ccco3)sc2=S)cc1	17	.	0.7	0.6	19	1.7	3	-3	-3.0	-6	-1
CCOC(=O)C1CCCN(S(=O)(=O)Cc2ccccc2)C1 (stereo unspecified)	5	103	-0.6	0.5	11	4.9	16	-1	-0.9	-2	2
CCOc1ccc(-c2[nH]ncc2-c2ccccc2)c(O)c1	-9	123	0.3	3.0	5	3.7	-9	2	1.9	-6	0
